Source: PubChem (The Scripps Research Institute Molecular Screening Center)
MITF primary – MITF inhibitors, primary screen, biochemical, AlphaScreen, human. Microphthalmia-associated transcription factor (Homo sapiens), O75030. inhibition, % at 2.6 µM. AlphaScreen MITF homodimerization, bead proximity signal. 0.91% of 650,000 active; in the data active = inhibition above about 50%;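 note: 0% = vehicle wells with protein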
FBW7 act – FBW7 E3 ligase activators, primary screen, biochemical, AlphaScreen, human; AlphaScreen FBW7–phospho-cyclin E peptide binding, activator screen; 0.13% of 650,000 active; normalized activity (activation), % at 26.1 µM; in the data active = normalized activity above about 1.9%;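 note: purified mutant Fbw7 with reduced substrate affinity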
Target sequence (Q969H0 whole entry, looked up): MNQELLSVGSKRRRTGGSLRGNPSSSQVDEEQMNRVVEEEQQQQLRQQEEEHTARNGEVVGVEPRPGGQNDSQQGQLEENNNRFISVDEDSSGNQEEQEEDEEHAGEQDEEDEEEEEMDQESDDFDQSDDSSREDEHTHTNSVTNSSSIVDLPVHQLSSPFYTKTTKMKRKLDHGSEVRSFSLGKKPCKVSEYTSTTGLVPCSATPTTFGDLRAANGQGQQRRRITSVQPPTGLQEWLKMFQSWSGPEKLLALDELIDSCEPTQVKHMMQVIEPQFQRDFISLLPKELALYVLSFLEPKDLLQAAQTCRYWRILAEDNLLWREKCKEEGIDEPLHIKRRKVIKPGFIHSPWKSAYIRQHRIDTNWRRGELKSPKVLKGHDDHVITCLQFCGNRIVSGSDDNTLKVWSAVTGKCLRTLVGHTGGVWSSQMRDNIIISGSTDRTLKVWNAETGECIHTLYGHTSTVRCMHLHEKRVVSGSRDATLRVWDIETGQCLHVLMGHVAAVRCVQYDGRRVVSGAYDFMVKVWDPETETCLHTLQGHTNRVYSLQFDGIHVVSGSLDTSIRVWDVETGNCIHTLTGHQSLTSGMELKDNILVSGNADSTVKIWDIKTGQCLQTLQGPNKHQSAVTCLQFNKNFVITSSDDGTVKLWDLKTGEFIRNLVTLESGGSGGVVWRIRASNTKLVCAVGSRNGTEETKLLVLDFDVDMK
GPR151 ag – activators of human GPR151, primary screen, cell-based, PathHunter beta-arrestin, luminescence; activation, % at 11.2 µM; G-protein coupled receptor 151 (Homo sapiens), Q8TDV0; 1% of 650,000 active; PathHunter beta-arrestin GPR151 cells; AID 1508602, 2020; in the data active = activation above about 4.9%;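 note: 0% = median of compound wells and 100% = cells with positive control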
Target sequence (Q8TDV0 whole entry, looked up): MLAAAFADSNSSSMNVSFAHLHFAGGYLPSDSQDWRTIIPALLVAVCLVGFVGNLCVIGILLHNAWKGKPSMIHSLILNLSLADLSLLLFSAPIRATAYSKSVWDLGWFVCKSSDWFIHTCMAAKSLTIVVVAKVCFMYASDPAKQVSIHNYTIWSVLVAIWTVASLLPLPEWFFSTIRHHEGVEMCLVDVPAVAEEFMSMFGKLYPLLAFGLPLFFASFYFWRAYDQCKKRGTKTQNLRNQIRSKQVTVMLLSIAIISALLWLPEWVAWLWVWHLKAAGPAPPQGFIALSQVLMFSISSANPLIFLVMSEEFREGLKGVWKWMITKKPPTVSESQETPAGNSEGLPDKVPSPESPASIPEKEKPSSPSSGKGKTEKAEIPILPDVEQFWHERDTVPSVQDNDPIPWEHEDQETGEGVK
TEAD-YAP block – TEAD-YAP interaction inhibition, primary screen, TEAD-YAP interaction inhibitor project, luminescence, HEK-TIYL cells; inhibition, % at 9.12 µM; TEAD-Gal4/YAP UAS-luciferase luminescence; 1.4% of 640,000 active; in the data active = inhibition above about 32%;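 note: 0% = median of test compound wells and 100% = reference inhibitor wells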
The depositor's hits bear a star.

Every second line gives: FBW7 act, TEAD-YAP block, GPR151 ag, MITF primary
C=CC[C@@H]1CC=C[C@@H](C)N1C(=O)CC1(c2ccccc2)CC(=O)N(CCn2ccnc2)C1=O (some centres undefined)
    -0.1, -6.1, 3.1, -1.4
Cc1cccc(NC(=O)c2nc[nH]c2C(=O)Nc2cccc(C)c2)c1
    -0.2, -3.7, 6.6*, 3.7
Cc1cc(Cl)ccc1OCC(=O)N1CCN(S(C)(=O)=O)CC1
    -0.1, 0.4, -0.3, 13.8
CCCOC(=O)c1ccc(NC(=O)CCC(=O)OCC)cc1
    1.0, -5.9, -1.2, 12.3
O=C1CSC(=O)N1CNc1ccc(F)cc1
    0.1, 7.1, 0.4, 30.9
CC(=O)Nc1ccc(NC(=O)c2ccc3nc(Nc4ccncn4)sc3c2)cc1
    0.3, -12.3, 0.7, -4.3
Cc1ccc(C(=O)CC2(O)C(=O)N(CC(N)=O)c3ccccc32)cc1 (centres undefined)
    0.4, 3.5, -1.3, 1.4
CC(=O)N[C@H](C)Cn1nnc2cc(C)c(C)cc21
    0.0, -2.6, 2.6, 4.4
CCOc1ccc(CCNC(=O)CSc2nc(C)c(Cl)c(C)c2C#N)cc1OCC
    0.2, 11.5, -0.1, 1.5
O=C(CNC(=S)N(Cc1ccccc1)Cc1ccccc1F)NCC1CCCO1 (centres undefined)
    0.6, 6.6, -1.3, 17.2
COc1ccc(-c2csc(NC(=S)NC(=O)C3(C)CC3(Cl)Cl)n2)cc1 (centres undefined)
    -0.3, -37.9, -0.2, -6.6
Fc1ccc(C2Nc3ccc(Br)cc3C(c3ccccc3)O2)cc1 (centres undefined)
    -0.2, 0.1, 1.7, -6.4
CC(C(=O)NCC1(c2ccccc2)CCOCC1)N1CCCC1 (centres undefined)
    -0.1, 0.1, -1.3, -7.9
COc1ccc(C2(c3ccc(OC)cc3)C=Cc3c(ccc4c3Cc3ccccc3-4)O2)cc1
    0.3, -1.2, -0.5, 8.1
COc1ccc(C2C(C(=O)OC(C)C)=C(C)N=c3s/c(=C\c4cccs4)c(=O)n32)cc1 (centres undefined)
    0.6, -11.7, 0.1, 1.8
O=C(c1cccs1)N1CCN(c2nnc(-c3ccccc3)c3ccccc23)CC1
    1.0, 7.2, 0.6, -20.3
c1ccc2sc(CCCCc3nc4ccccc4s3)nc2c1
    0.2, -7.7, -1.3, 4.7
CCCCNC(=O)C1CCCN(c2nc(-c3ccc(OC)cc3)no2)C1 (centres undefined)
    0.0, -10.9, 0.4, 6.4
Cc1ccccc1NC(=O)c1sc2nc(N)c(C#N)c(-c3ccc(C(C)C)cc3)c2c1N
    0.1, 0.7, -0.2, 0.0
O=C(NCc1ccccc1)c1cccc(Nc2ccc(-n3ccnc3)cc2)n1
    -0.1, 28.8, -0.5, -0.4
COc1ccc2c(c1OC)C(=O)N(c1ccc(OCc3ccccc3)cc1)C2
    0.8, 13.3, 1.1, 11.3
CSCCC(=O)N1CCC(n2nccc2NC(=O)CCc2ccccc2)CC1
    0.0, 2.6, 2.0, 11.5
CC12CC3(C)CC(C)(C1)CC(C(=O)NCC(=O)O)(C2)C3
    -0.2, 3.1, 3.9, -1.8
Cc1ccc(NC(=O)CCN2C(=O)C3C4C=CC(CC4)C3C2=O)cc1F (centres undefined)
    0.1, -5.8, 0.8, -2.1
COc1ccc(Nc2ccn3ncc(-c4cccc(N)c4)c3n2)cn1
    0.2, -4.0, 1.7, -0.7
O=C(NCc1cccc(I)c1)N1CCOCC1
    0.0, 11.2, -0.9, 3.5
NS(=O)(=O)c1ccc(NC(=O)COC(=O)c2cc(=O)c3ccccc3o2)cc1
    0.1, 5.2, -2.5, 9.8
Cc1cccc(C)c1-n1c(SCC(=O)Nc2ccc(N(C)C)cc2)nc2c(sc(=S)n2-c2c(C)cccc2C)c1=O
    0.0, -2.9, -1.3, 21.2
C=CCN(CC=C)CCOc1ccccc1C(=O)OC
    0.0, 2.9, -1.6, 44.4
O=C(c1ccc(SCc2ccoc2)c([N+](=O)[O-])c1)N1CCOCC1
    0.0, -6.1, -1.3, 16.8

The list goes on.
Every second line gives: FBW7 act, TEAD-YAP block, GPR151 ag, MITF primary
Cc1cccc(C)c1-n1c(C)cc(/C=N/NC(=O)c2ccncc2)c1C
    0.0, -5.8, -0.4, 5.7
O=C(COC(=O)Cc1ccc(Br)cc1)NC1CC1
    0.0, -1.7, -0.2, -4.0
COc1cc(C(C[N+](=O)[O-])c2c(C)[nH]c3ccccc23)cc(OC)c1OC (centres undefined)
    0.1, 1.3, -0.7, -0.9
CCOc1cccc(/C=N/Nc2ccc(S(=O)(=O)N(CC)CC)cc2[N+](=O)[O-])c1O
    0.0, -11.6, 0.5, -1.4
CCCCc1ccc(C2=N/C(=C\c3ccc(C)cc3)C(=O)O2)cc1
    -0.1, -3.9, -0.3, -6.0
Cc1cc(O)ccc1Nc1nc(-c2ccccn2)cs1
    -0.7, -23.3, 1.7, 32.7
O=C(NC1CC1)c1ccc(-c2ccc(C(=O)NCCO)s2)cc1
    0.0, 1.8, -5.1, 1.8
COc1ccc2sc(Nc3nc(-c4ccccn4)cs3)nc2c1
    -1.2, 36.6*, 3.6, 24.9
CCOc1ccc2nc(SCC(=O)Nc3ccccc3F)sc2c1
    0.1, -11.7, -1.5, 14.6
CCn1c(C2CCc3ccccc3O2)nc2cc(F)c(-c3ccnc4[nH]ccc34)cc21 (centres undefined)
    0.1, -13.0, 0.8, 2.1
COc1ccc(N2C(=O)CN=C2Nc2cccc(C)c2C)cc1OC
    0.1, -9.6, 2.5, -14.6
Nc1ccc(C(=O)Nc2cc(-c3ccccc3)ccn2)cc1
    1.1, -19.4, -1.3, 14.8
c1cncc(CN2CCC(c3nc(-c4ccsc4)no3)CC2)c1
    -0.1, -7.4, -1.6, 4.7
O=[N+]([O-])c1cc(Oc2ccccc2)c2c(c1)Oc1ccccc1C=C2
    -0.1, -0.1, -1.8, 12.5
COc1ccc(NC(=O)CSc2nc(-c3ccccc3)cn2-c2ccccc2C)cc1
    -0.2, 13.4, 3.2, 8.5
Cc1c(C(=O)c2ccc(N(C)C)cc2)c2ccccn2c1CCC#N
    0.0, -15.1, -0.2, 7.4
CNC(=O)c1ccccc1-c1nc(-c2ccccc2OC)no1
    -0.1, 9.0, -0.2, 4.2
CN(C)c1ccc(/C=C2\C(=N)N3N=CSC3=NC2=O)cc1Br
    0.2, 8.1, 0.8, 15.5
CCOc1ccc(-n2c(SCC(=O)NC(C)CC)nnc2-c2ccccn2)cc1 (centres undefined)
    0.0, 2.9, 1.3, 8.3
Cc1ccc(C(NC(=O)CN2C(=O)c3ccccc3C2=O)c2ccccc2)cc1 (centres undefined)
    0.1, 13.8, 2.2, 7.6
N#Cc1c(N)nc(SCC(=O)Nc2cccc([N+](=O)[O-])c2)c(C#N)c1-c1ccc(F)cc1
    0.2, 6.0, 1.7, -1.1
O=C1CC(c2ccc(Cl)cc2)Nc2nc3ccccc3n21 (centres undefined)
    0.1, -0.3, -0.8, 12.7
Clc1ccc(C2CC(c3ccc4c(c3)OCO4)Nc3ncnn32)cc1 (centres undefined)
    -0.2, 6.5, 2.0, -5.9
CCOc1ccc(C(=O)Nc2ccccc2)cc1Br
    -0.1, -81.0, -0.7, -6.3
CC(=O)Nc1ccc(NC(=O)CN(C)S(=O)(=O)c2ccc3nc(C)sc3c2)cc1
    0.2, 5.2, 2.6, 13.2
CCOC(=O)C1CCN(Cc2ccc(F)cc2F)CC1
    -0.1, 0.7, -0.1, 26.9
O=C(O)CS(=O)(=O)Cc1cn(-c2ccccc2)nc1-c1ccc(Cl)cc1
    0.0, 6.2, 0.2, -19.0
O=C1C2C(c3ccccc3)C=CC(c3ccccc3)C2C(=O)N1n1cnnc1 (centres undefined)
    -0.1, -3.3, 1.6, 3.8
O=C(c1ccccc1)N1CCN(C(=O)c2ccccc2)C1c1ccccc1
    0.1, 6.8, 1.2, 12.0
O=C1CCCc2c1nc(-c1ccc(F)cc1)n2O
    0.3, 20.2, 0.3, -6.2

Random excerpt: 3 compounds from above, in no set order.
Every second line gives: FBW7 act, TEAD-YAP block, GPR151 ag, MITF primary
O=C(NCc1ccccc1)c1cccc(Nc2ccc(-n3ccnc3)cc2)n1
    -0.1, 28.8, -0.5, -0.4
COc1ccc(C2(c3ccc(OC)cc3)C=Cc3c(ccc4c3Cc3ccccc3-4)O2)cc1
    0.3, -1.2, -0.5, 8.1
O=C(c1cccs1)N1CCN(c2nnc(-c3ccccc3)c3ccccc23)CC1
    1.0, 7.2, 0.6, -20.3

Later entries:
Every second line gives: FBW7 act, TEAD-YAP block, GPR151 ag, MITF primary
COCC(C)n1c(C)cc(C(=O)CSc2nnc(Nc3ccccc3)s2)c1C (centres undefined)
    -0.2, -9.9, 0.3, -6.6
COc1ccc(/C=C/C(=O)OCC(=O)NC(C)(C)C)cc1OC
    0.3, 6.9, -0.8, 12.6
COc1ccc(CN2CCNC(=O)C2CC(=O)N2CCCCCC2)c(F)c1 (centres undefined)
    -0.1, -4.1, -1.1, 3.8
O=C(O)CCC(CNS(=O)(=O)c1ccccc1[N+](=O)[O-])C(F)(F)F (centres undefined)
    0.0, 0.8, 1.5, 5.4
Cc1c(NC(=O)COc2ccc3ccccc3c2)c(=O)n(-c2ccccc2)n1C
    -0.2, 3.4, 2.3, 4.5
O=c1[nH]c2ccccc2nc1C(F)(F)C(F)(F)F
    0.0, 1.9, 3.2, -5.0
Cc1ccc(C(=O)Nc2ncc3c(n2)CC(c2cccs2)CC3=O)cc1 (centres undefined)
    -0.2, -4.8, 1.7, -13.6
COc1ccc(/C=C2/OC(=S)N(C)C2=O)cc1
    0.1, 5.8, 0.4, -7.2
COC(=O)Cn1c(=O)c2c(nc3n(-c4cc(Cl)ccc4C)c(C)c(C)n23)n(C)c1=O
    0.2, 4.0, 0.2, -2.1
CC(C)Cn1c(=O)n(C)c(=O)c2c3oc(=O)c(NC(=O)c4ccc(F)cc4)cc3[nH]c21
    -0.1, 2.3, 0.6, -1.5
CCOc1nc(Nc2ccccc2)nc(Nc2ccccc2)n1
    0.0, 7.3, -1.4, 17.5
Cc1cccc(C(=O)N2CCN3C(=O)[C@H](C)NC(=O)[C@H]3C2)c1
    -0.2, 11.8, -0.8, -2.4
Cc1cc(C)n(C(=O)N2CCOCC2)n1
    0.1, 13.9, 2.4, 5.1
O=C1CC(c2ccco2)=NN1c1ccccc1
    -0.5, 8.5, -0.5, 17.9
COc1ccc(-n2ncc3c(=O)n(CC(=O)c4ccccc4)cnc32)cc1
    0.0, 4.0, 1.0, 13.9
COc1cccc(NC(=O)Cn2cnc3sc4c(c3c2=O)CCCC4)c1
    0.1, -9.1, -0.3, 1.5
Cc1ccc(C(=O)Nc2ccc(N3CCN(C)CC3)cc2)c(C)c1
    0.0, -5.3, -0.2, 3.0
Cc1ccc2nc(C3CCCCN3C(=O)C3CC(=O)N(C)C3)[nH]c2c1 (centres undefined)
    0.0, -2.8, -0.2, 14.6
Cc1ccc(C(C)C)c(OCC(=O)N2N=C(c3cccnc3)CC2(O)C(F)(F)F)c1 (centres undefined)
    0.1, -0.1, -0.1, -1.2
Cc1nc2nc(NCc3cccc(Cl)c3)[nH]n2c(=O)c1C
    0.0, -6.1, 2.8, 0.2
COc1ccc2c(Cl)c(C(=O)N3CCN(c4ccccc4)CC3)sc2c1
    0.0, -3.6, 0.9, -8.0
COc1ccc(-n2c(/C=C/c3cccc(OC)c3OC)nc3ccccc3c2=O)cc1
    -0.1, 10.9, -0.3, -0.5
COc1ccc(CCNC(=O)Cn2cncc(C)c2=O)cc1
    0.0, 8.7, -0.7, 4.7
Cc1nc(CN2C(=O)C(C)Sc3ccc(C(F)(F)F)cc32)cs1 (centres undefined)
    -0.1, 6.7, -0.2, 18.2
Cc1cccc(-n2c(CNC(=O)c3ccco3)nnc2SCC(=O)Nc2cc(C)ccc2C)c1
    0.0, 0.4, -1.6, 4.3
Cc1c(Cl)cccc1NS(=O)(=O)c1cnc[nH]1
    0.3, 1.2, 0.8, 0.2
COc1ccc2c(=O)c3c(oc2c1)C(=O)N(CCN(C)C)C3c1ccncc1 (centres undefined)
    -0.1, 5.6, 0.0, -6.4
O=S(=O)(c1ccc(Cl)cc1)c1ccc(Oc2ccccc2)cc1
    0.1, 12.6, 1.4, -2.2
CCOC(=O)CSc1nnc(-c2c[nH]c3ccccc23)n1-c1cccc(OC)c1
    0.0, 1.8, -0.8, -8.3
Cc1cccc(-c2cc(C(=O)n3nc(C)cc3C)c3ccccc3n2)c1
    0.3, -7.9, -2.4, 20.8

Following part
Every second line gives: FBW7 act, TEAD-YAP block, GPR151 ag, MITF primary
COc1cccc2cc(C(N)=O)c(=Nc3cccc(C#N)c3)oc12
    0.5, 3.5, -0.6, 12.9
Cc1ccc(Nc2nc(Nc3ccc(C)c(C)c3)nc(SC3=NCCS3)n2)cc1C
    -0.1, -3.4, 0.6, 10.3
CC(C)n1cc(-c2ccc3cnc(Nc4ccc(-n5cnc(N6CCOCC6)n5)cc4)nc3c2Cl)cn1
    -0.1, 5.8, 1.7, 12.4
CCc1nnc2n1N(C(C)=O)C(c1ccc([N+](=O)[O-])cc1)=C(C(C)=O)S2
    -0.5, 3.1, 0.7, -0.5
Cc1n[nH]c(=O)nc1NCc1cccnc1
    1.0, 1.6, -0.9, 25.6
Cc1cnc(NC2CCC(O)CC2)nc1NCCOc1ccccc1 (centres undefined)
    -0.1, 2.3, -1.2, -18.1
CCOc1ccc2c(c1)-c1c(sn(-c3ccc(OC)cc3)c1=S)C(C)(C)N2
    -0.1, 2.1, 0.9, 8.1
CCOc1ccccc1NC(=O)[C@H]1O[C@@H]2OC(C)(C)O[C@@H]2[C@H]2OC(C)(C)O[C@H]21
    0.0, 5.8, 1.5, 5.1
